NCI-60 one-dose screen, 48 h, at 10 µM unless noted. Numbers give growth in % (100 = growth as untreated, 0 = no growth, -100 = all killed).
IGROV1: IGROV1 ovarian cancer; 4.7% of 79,000 active; AID 1794786
NCI-H226: NCI-H226 lung cancer | AID 1794732 | 3.5% of 79,000 active
NCI/ADR-RES: NCI/ADR-RES ovarian cells; 4.4% of 81,000 active; AID 1794790
NCI-H522: NCI-H522 lung cancer. 8% of 78,000 active
NCI-H460: NCI-H460 lung cancer; 6.8% of 82,000 active
NCI-H23: NCI-H23 lung cancer; 4% of 80,000 active; AID 1794731
SK-OV-3: SK-OV-3 ovarian cancer cells | 3.2% of 80,000 active
COLO 205: COLO 205 colon cancer; 7.3% of 79,000 active
NCI-H322M: NCI-H322M lung cancer; 2.7% of 80,000 active; AID 1794733
Numbers without * were called inactive. The calls were made as follows: active = growth percent below 10; inactive = the rest.

Screening CN1CC(c2ccc(Cl)cc2)C(C(=O)c2ccc(Br)cc2)C12C(=O)Nc1ccccc12 (centres undefined) returned IGROV1 67, NCI-H226 82, NCI/ADR-RES 71, NCI-H522 67, NCI-H460 86, NCI-H23 82, SK-OV-3 98, COLO 205 95 and NCI-H322M 94.
Screening C=C1C(=O)O[C@H]2[C@H]1CC/C(Cn1cc(CNCCc3c[nH]c4ccccc34)nn1)=C\CC[C@@]1(C)O[C@@H]21 returned IGROV1 69, NCI-H226 101, NCI/ADR-RES 100, NCI-H522 3.2*, NCI-H460 104, NCI-H23 95, SK-OV-3 81 and NCI-H322M 87.
CN1CC(c2nc3ccccc3s2)CC1=O (centres undefined) was read as IGROV1 92, NCI-H226 92, NCI/ADR-RES 101, NCI-H522 89, NCI-H460 105, NCI-H23 82, SK-OV-3 92, COLO 205 100 and NCI-H322M 96.
CCOC(=O)C1=C(C(=O)OCC)c2ccc(OC)c(OC)c2C1 was read as IGROV1 94, NCI/ADR-RES 97, NCI-H522 82, NCI-H460 119, NCI-H23 94, SK-OV-3 114, COLO 205 97 and NCI-H322M 115.
`FC(F)(F)c1ccc(-c2cnc(-n3cc(COCCN4CCCCC4)nn3)nc2NC2CCCCCC2)cc1` gave IGROV1 37, NCI-H226 79, NCI/ADR-RES 71, NCI-H522 -13*, NCI-H460 -68*, NCI-H23 68, SK-OV-3 57, COLO 205 -93* and NCI-H322M 54.
COc1ccc(-c2cc(C(=O)N3CCOCC3)on2)cc1OC1CCCC1 was read as IGROV1 106, NCI/ADR-RES 100, NCI-H522 87, NCI-H460 107, NCI-H23 102 and NCI-H322M 105.
Screening CCCCNc1nnc(-c2cc(-c3cc4ccccc4o3)nn2-c2ccccc2)o1 returned IGROV1 64, NCI-H226 86, NCI/ADR-RES 87, NCI-H522 80, NCI-H460 99, NCI-H23 97, SK-OV-3 99, COLO 205 105 and NCI-H322M 87.
For CCOC(=O)Cc1cnn(C)c1-n1nnc2ccc(Cl)cc2c1=O the results were IGROV1 91, NCI-H226 95, NCI/ADR-RES 97, NCI-H522 88, NCI-H460 105, NCI-H23 97, SK-OV-3 108, COLO 205 120 and NCI-H322M 101.
O=C(O)C(c1ccccc1)C(O)c1ccccc1 (centres undefined) was read as IGROV1 101, NCI-H226 78, NCI/ADR-RES 107, NCI-H522 96, NCI-H460 106, NCI-H23 104, SK-OV-3 100 and NCI-H322M 98.
Screening Clc1ncccc1Nc1ccc2nnc(-c3ccncc3)n2n1 returned IGROV1 82, NCI/ADR-RES 99, NCI-H522 -59*, NCI-H460 103, NCI-H23 93, SK-OV-3 104, COLO 205 109 and NCI-H322M 106.
`COC(=O)C(=O)C1CCc2cc(OC)ccc2C1=O` (centres undefined) gave IGROV1 101, NCI-H226 99, NCI/ADR-RES 105, NCI-H522 107, NCI-H460 102, NCI-H23 99, SK-OV-3 95, COLO 205 102 and NCI-H322M 102.
For NS(=O)(=O)c1ccc(N2N=C(c3ccccc3)CCC2=O)cc1 the results were IGROV1 105, NCI-H226 120, NCI/ADR-RES 98, NCI-H522 86, NCI-H460 102, NCI-H23 95, SK-OV-3 113 and COLO 205 156.
Screening O=c1c(-c2nc3ccccc3s2)cc2c(n1NS(=O)(=O)c1ccc(Cl)cc1)CCCC2 returned IGROV1 83, NCI-H226 71, NCI/ADR-RES 95, NCI-H522 88, NCI-H460 100, NCI-H23 92, SK-OV-3 95, COLO 205 113 and NCI-H322M 94.
Screening Cc1cc(=O)[nH]c2c1sc(=O)n2CCC(=O)O returned IGROV1 109, NCI-H226 106, NCI/ADR-RES 109, NCI-H522 99, NCI-H460 102, NCI-H23 99, SK-OV-3 108, COLO 205 116 and NCI-H322M 114.
CC(=O)C(N=Nc1ccccc1)C(C)=O was read as IGROV1 107, NCI-H226 93, NCI/ADR-RES 110, NCI-H522 104, NCI-H460 105, NCI-H23 103, SK-OV-3 105, COLO 205 115 and NCI-H322M 88.
CCOC(=O)C(CCC(=O)OC)C(=O)OCC was read as IGROV1 113, NCI-H226 102, NCI/ADR-RES 107, NCI-H460 105, NCI-H23 103, SK-OV-3 106, COLO 205 108 and NCI-H322M 120.
For Cc1nn2c(/C=C3/C(=O)Nc4cc(Cl)ccc43)c(-c3ccccc3)nc2s1 the results were IGROV1 -23*, NCI-H226 95, NCI/ADR-RES 24, NCI-H460 14, NCI-H23 35, SK-OV-3 74, COLO 205 22 and NCI-H322M 31.
For Brc1ccc(/C=C/c2cc(/C=C/c3ccccc3)nc3ccccc23)cc1 the results were IGROV1 110, NCI-H226 95, NCI/ADR-RES 96, NCI-H522 93, NCI-H460 102, NCI-H23 98, SK-OV-3 99, COLO 205 110 and NCI-H322M 116.
For O=c1c(O)cccc2cc(O)c(O)c(O)c12 the results were NCI-H226 112, NCI/ADR-RES 95, NCI-H522 36, NCI-H460 60, NCI-H23 72, SK-OV-3 102, COLO 205 130 and NCI-H322M 90.
`CC1(C)OCC(C2OC3OC(C)(C)OC3C2OS(C)(=O)=O)O1` (centres undefined) gave IGROV1 107, NCI-H226 98, NCI/ADR-RES 108, NCI-H522 92, NCI-H460 105, SK-OV-3 99 and COLO 205 102.
CCCC(=O)OCc1ccc(Cl)cc1 was read as IGROV1 103, NCI-H226 107, NCI/ADR-RES 107, NCI-H522 93, NCI-H460 104, NCI-H23 108, SK-OV-3 104, COLO 205 104 and NCI-H322M 103.
CCCSc1nc(NCCc2c[nH]c3ccccc23)c(C#N)c(-c2ccc(OC)cc2)n1 was read as IGROV1 91, NCI-H226 51, NCI/ADR-RES 48, NCI-H522 44, NCI-H460 19, NCI-H23 74, SK-OV-3 91, COLO 205 61 and NCI-H322M 89.
For CCc1cc2ccccc2oc1=O the results were IGROV1 118, NCI-H226 100, NCI/ADR-RES 108, NCI-H522 112, NCI-H460 107, NCI-H23 104, SK-OV-3 113, COLO 205 109 and NCI-H322M 119.
`COC(=O)C(Cc1ccccc1)N1CC(=O)N2[C@@H](c3ccccc3)SC[C@H]2C1=O` (some centres undefined) gave IGROV1 110, NCI-H226 108, NCI/ADR-RES 102, NCI-H522 89, NCI-H460 101, NCI-H23 100, SK-OV-3 112, COLO 205 122 and NCI-H322M 99.
For COc1ccc(C(c2ccccc2)c2ccc(OC)cc2)cc1 the results were IGROV1 97, NCI-H226 99, NCI/ADR-RES 101, NCI-H522 83, NCI-H460 94, NCI-H23 93, SK-OV-3 101, COLO 205 111 and NCI-H322M 116.
`CC1C(=O)NN=C1c1ccc([N+](=O)[O-])cc1` (centres undefined) gave IGROV1 115, NCI-H226 110, NCI/ADR-RES 98, NCI-H522 106, NCI-H460 107, NCI-H23 99, SK-OV-3 106, COLO 205 106 and NCI-H322M 103.
`O=C(O)c1cccc2nc3c(C(=O)O)cccc3nc12` gave IGROV1 103, NCI-H226 101, NCI/ADR-RES 101, NCI-H522 67, NCI-H460 109, NCI-H23 97, SK-OV-3 77, COLO 205 99 and NCI-H322M 97.
For CCOC(=O)CC(=N)C(C#N)C(=O)OCC (centres undefined) the results were IGROV1 100, NCI-H226 112, NCI/ADR-RES 102, NCI-H522 97, NCI-H460 106, NCI-H23 100, SK-OV-3 96 and NCI-H322M 91.
C[C@@H](CO)[C@@H]1CC[C@]2(C(=O)N3CCN(C)CC3)CC[C@]3(C)[C@H](CC[C@@H]4[C@@]5(C)CC[C@H](O)C(C)(C)[C@@H]5CC[C@]43C)[C@@H]12 was read as IGROV1 74, NCI-H226 81, NCI/ADR-RES 85, NCI-H522 74, NCI-H460 49, NCI-H23 79, SK-OV-3 108, COLO 205 90 and NCI-H322M 100.
Cc1cc(C)c(O)c(Cc2cc(Cl)cc(Cc3cc(C)cc(C)c3O)c2O)c1 was read as IGROV1 113, NCI-H226 102, NCI/ADR-RES 98, NCI-H522 87, NCI-H460 113, NCI-H23 98, SK-OV-3 96, COLO 205 106 and NCI-H322M 106.

Ordered by heavy-atom count (ascending): part of the list above
For CCc1cc2ccccc2oc1=O the results were IGROV1 118, NCI-H226 100, NCI/ADR-RES 108, NCI-H522 112, NCI-H460 107, NCI-H23 104, SK-OV-3 113, COLO 205 109 and NCI-H322M 119.
For CCOC(=O)CC(=N)C(C#N)C(=O)OCC (centres undefined) the results were IGROV1 100, NCI-H226 112, NCI/ADR-RES 102, NCI-H522 97, NCI-H460 106, NCI-H23 100, SK-OV-3 96 and NCI-H322M 91.
`O=C(O)c1cccc2nc3c(C(=O)O)cccc3nc12` gave IGROV1 103, NCI-H226 101, NCI/ADR-RES 101, NCI-H522 67, NCI-H460 109, NCI-H23 97, SK-OV-3 77, COLO 205 99 and NCI-H322M 97.
`COC(=O)C(Cc1ccccc1)N1CC(=O)N2[C@@H](c3ccccc3)SC[C@H]2C1=O` (some centres undefined) gave IGROV1 110, NCI-H226 108, NCI/ADR-RES 102, NCI-H522 89, NCI-H460 101, NCI-H23 100, SK-OV-3 112, COLO 205 122 and NCI-H322M 99.
CCCSc1nc(NCCc2c[nH]c3ccccc23)c(C#N)c(-c2ccc(OC)cc2)n1 was read as IGROV1 91, NCI-H226 51, NCI/ADR-RES 48, NCI-H522 44, NCI-H460 19, NCI-H23 74, SK-OV-3 91, COLO 205 61 and NCI-H322M 89.

(cont.)
For CCCCOc1ccc(S(=O)(=O)N2CCN(c3nc4ccccc4c(=O)[nH]3)CC2)cc1 the results were IGROV1 115, NCI-H226 103, NCI/ADR-RES 101, NCI-H522 98, NCI-H460 103, NCI-H23 105, SK-OV-3 93, COLO 205 107 and NCI-H322M 103.
Screening CCCCNC(=O)N/C=C(/C#N)C(=O)O returned IGROV1 98, NCI-H226 94, NCI/ADR-RES 102, NCI-H522 98, NCI-H460 103, NCI-H23 96, SK-OV-3 105, COLO 205 89 and NCI-H322M 95.
`Cc1cc(N=NC(=N)N)c(C(C)C)cc1NN=C(N)N` gave IGROV1 110, NCI-H226 101, NCI/ADR-RES 114, NCI-H522 90, NCI-H460 98, NCI-H23 109, SK-OV-3 95, COLO 205 103 and NCI-H322M 101.
`COc1cccc(COc2ccc(/C=C3\C(=O)Nc4ccc(Cl)cc43)cc2)c1` gave IGROV1 96, NCI-H226 96, NCI/ADR-RES 96, NCI-H522 96, NCI-H460 101, SK-OV-3 123, COLO 205 113 and NCI-H322M 88.
For CC(=O)Nc1cc(C(C)C)c([N+](=O)[O-])cc1C the results were IGROV1 92, NCI-H226 90, NCI/ADR-RES 90, NCI-H522 84, NCI-H460 100, NCI-H23 86, SK-OV-3 101, COLO 205 114 and NCI-H322M 90.
For Brc1ccc(-c2nnc3ccc(N/N=C/c4ccccc4)nn23)cc1 the results were IGROV1 93, NCI-H226 94, NCI/ADR-RES 89, NCI-H522 81, NCI-H460 107, NCI-H23 93, SK-OV-3 95, COLO 205 106 and NCI-H322M 87.
Screening O=C1/C(=C/c2ccc(Br)cc2)Oc2ccc(O)c(-c3ccccc3)c21 returned IGROV1 94, NCI/ADR-RES 97, NCI-H522 95, NCI-H460 93, NCI-H23 101 and NCI-H322M 93.
`c1ccc2nc3c(cc2c1)sc1ncccc13` gave IGROV1 86, NCI/ADR-RES 101, NCI-H522 83, NCI-H460 96, NCI-H23 97, COLO 205 98 and NCI-H322M 95.
Screening COc1ccc(C/C(C)=C(\c2ccc(OCCN3CCOCC3)cc2)c2ccc(OC(=O)C3CCCCC3)cc2)cc1 returned IGROV1 94, NCI-H226 88, NCI/ADR-RES 95, NCI-H522 69, NCI-H460 107, NCI-H23 93, SK-OV-3 120, COLO 205 111 and NCI-H322M 97.
C[n+]1c(-c2ccccc2)c2cc(N)ccc2c2ccccc21 was read as IGROV1 24, NCI-H226 26, NCI/ADR-RES 100, NCI-H522 -5.8*, NCI-H460 28, NCI-H23 28, COLO 205 17 and NCI-H322M 71.
Screening CCOC(=O)/C(C#N)=C/Nc1cc(C(=O)OCC)cc2c(OC)c(OC)ccc12 returned NCI-H226 107, NCI/ADR-RES 89, NCI-H522 89, NCI-H460 71, NCI-H23 130, SK-OV-3 94, COLO 205 94 and NCI-H322M 96.

High-throughput results: PubChem BioAssay, NCI
